SENP7 inh: blocks the human protease SENP7 | AID 434973 | Q9BQF6 | actives 1.5% (n = 330,000) | recombinant SENP7, Z-RLRGG-aminoluciferin luminescence, 40 min | inhibition, % at 5 µM;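 active = inhibition above about 50% at the single test dose, limit read from the data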;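 note: plate controls were DMSO with enzyme for no effect and no enzyme buffer wells for full effect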
SENP6 inh: inhibitors of human SENP6 protease | AID 2599 | actives 1.8% (n = 330,000) | Recombinant SENP6 catalytic domain, aminoluciferin luminescence | Q9GZR1 | inhibition, % at 10 µM;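 active = inhibition above about 50% at the single tested dose, limit read from the data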;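 note: plate controls were DMSO wells with enzyme for no effect and DMSO wells lacking enzyme for full effect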
Target sequence (Q9GZR1 628-1112 limits assumed): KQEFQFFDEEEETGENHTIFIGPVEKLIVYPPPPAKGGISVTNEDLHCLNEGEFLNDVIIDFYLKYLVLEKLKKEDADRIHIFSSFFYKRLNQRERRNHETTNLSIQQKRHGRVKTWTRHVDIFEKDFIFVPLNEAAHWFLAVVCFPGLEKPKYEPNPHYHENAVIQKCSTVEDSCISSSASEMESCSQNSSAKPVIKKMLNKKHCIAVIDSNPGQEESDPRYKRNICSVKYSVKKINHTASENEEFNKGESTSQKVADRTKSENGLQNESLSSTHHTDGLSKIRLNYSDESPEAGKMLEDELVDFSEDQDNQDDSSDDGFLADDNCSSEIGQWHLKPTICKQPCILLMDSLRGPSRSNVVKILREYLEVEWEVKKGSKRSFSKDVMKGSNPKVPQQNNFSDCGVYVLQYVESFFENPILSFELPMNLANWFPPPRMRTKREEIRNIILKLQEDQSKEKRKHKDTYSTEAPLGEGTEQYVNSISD
PfG6PD inh: PfG6PD (Plasmodium falciparum) enzyme inhibition; AID 504690; PfGluPho enzyme, NADPH resazurin-diaphorase fluorescence; actives 0.78% (n = 350,000); inhibition, % at 20 µM;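 active = inhibition reaching at least a set limit at 20 µM in the primary screen, cut at about 59% in these data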;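 note: 0% = DMSO wells with substrate and 100% = DMSO wells lacking glucose-6-phosphate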
Apaf-1 inh: inhibitors of human Apaf-1 apoptosome | O14727 | inhibition, % at 20 µM | reconstituted apoptosome caspase-3 activity, DEVD-Rh110 fluorescence | actives 0.71% (n = 330,000); active = inhibition of at least 40% at 20 µM;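 note: plate controls were DMSO wells for no effect and DEVD-CHO caspase inhibitor wells for full effect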
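Material: reconstituted apoptosome with Apaf-1, cytochrome c, caspase-9, procaspase-3, dATP. Technique: Rh110 fluorescence intensity. Buffer or medium: pH 7.5 Hepes buffer with CHAPS, BSA, DTT. Times: 30 min plus 50 min, RT.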
SENP8 block-1: blocks the human protease SENP8 | inhibition, % at 10 µM | AID 2540 | actives 1.2% (n = 330,000) | purified SENP8, Z-RLRGG-aminoluciferin cleavage, luminescence; in the data active = inhibition above about 50%
Target sequence (Q96LD8 whole entry, looked up): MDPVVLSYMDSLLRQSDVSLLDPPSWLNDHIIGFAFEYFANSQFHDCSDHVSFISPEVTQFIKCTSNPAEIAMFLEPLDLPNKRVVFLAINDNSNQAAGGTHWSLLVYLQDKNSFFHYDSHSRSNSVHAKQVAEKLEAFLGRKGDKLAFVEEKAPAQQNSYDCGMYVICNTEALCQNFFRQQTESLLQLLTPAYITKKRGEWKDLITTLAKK
HKDC1 inhibitor: blocks human hexokinase HKDC1 activity; Q2TB90; AID 493160; inhibition, % at 20 µM; actives 0.16% (n = 340,000); recombinant HKDC1, G6PDH/diaphorase resazurin coupled fluorescence;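 active = inhibition above about 35% when tested at 20 µM, limit read from the data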;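 note: plate controls were DMSO wells with enzyme for no effect and DMSO wells lacking enzyme for full effect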
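System: Recombinant HKDC1 hexokinase | Amount: HKDC1 at 5 µg/mL | Reagent: Glucose with 1 mM ATP | Doses: Single 20 µM dose | Incubation: Reaction time 90 min, room temperature, protected from light | Signal: Coupled resazurin fluorescence, excitation 525 nm, emission 613 nm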
NLRP3 yeast inh: inhibitors of NALP3 inflammasome in yeast | Yeast reconstituted NLRP3/ASC/caspase-1, beta-gal luminescence, 24 h | inhibition, % at 10 µM | actives 0.39% (n = 330,000) | AID 2825;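 active = inhibition of 50% or more; inactive = inhibition below 50%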;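 note: plate controls were induced DMSO wells for no effect and uninduced yeast grown without galactose for full effect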
SENP8 block-2: blocks human SENP8 cleavage of Nedd8 substrate; Q96LD8; recombinant SENP8, Nedd8 substrate fluorescence; inhibition, % at 20 µM; actives 0.64% (n = 360,000); AID 602440; in the data active = inhibition mostly above about 40%, no sharp cut-off; inactive = mostly below about 27%
SENP1 FRET inh: inhibitors of human SENP1 SUMO protease catalytic domain | actives 0.21% (n = 360,000) | recombinant SENP1 catalytic domain, CyPet-SUMO1-YPet FRET cleavage | inhibition, % at 10 µM | AID 624204 | Q9P0U3;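 active = inhibition at least 30% at 10 µM, raw YFP signal under a set limit, fluorescence ratio 0.5 to 1.5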;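 note: 0% = enzyme with DMSO and 100% = no enzyme wells; some results filed as inactive read as strong as hits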
Target sequence (Q9P0U3 419-644 limits assumed): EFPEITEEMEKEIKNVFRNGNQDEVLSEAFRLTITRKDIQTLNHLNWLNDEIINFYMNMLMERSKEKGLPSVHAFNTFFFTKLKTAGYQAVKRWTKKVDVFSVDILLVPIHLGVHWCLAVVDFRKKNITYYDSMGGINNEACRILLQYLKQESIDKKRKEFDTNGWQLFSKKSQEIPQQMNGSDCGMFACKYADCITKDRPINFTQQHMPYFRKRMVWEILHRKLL
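Assay system – human recombinant His6-tagged SENP1 catalytic domain enzyme · Input – SENP1 enzyme, 20 pM final · Buffer or medium – Tris pH 8 buffer plus EDTA, NaCl, BME, BSA, NP40, catalase · Schedule – 50 min reaction at room temperature · Technique – FRET read of cyan and yellow fluorescence · Control set – no-enzyme wells low, DMSO-plus-enzyme wells high control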
An asterisk follows results filed as active; x = not tested or not shown; & = joins results of further samples.

Results follow in this order: HKDC1 inhibitor	PfG6PD inh	Apaf-1 inh	SENP6 inh	SENP8 block-2	NLRP3 yeast inh	SENP8 block-1	SENP7 inh	SENP1 FRET inh
CN(C)S(=O)(=O)c1ccc(C(=O)OCC(=O)c2ccc3c(c2)NC(=O)CO3)cc1
  -3	-5	-22	6	29	1	9	2	2
CCOC(=O)C1=C(CNCCOc2ccc(OC)cc2)NC(=O)NC1c1ccc2c(c1)OCO2 (stereo not drawn)
  -3	1	4	0	12	4	-6	10	0
Fc1ccc(C(CCNCc2ccccn2)c2ccc(Cl)cc2)cc1 (stereo not drawn)
  0	-14	15	-6	14	19	-5	5	-1
Cc1nc(N2CCN(c3ccccn3)CC2)c2c(C)c(C(=O)N3CCN(c4ccc(F)cc4)CC3)sc2n1
  5	18	32	-34	14	23	3	0	1
COc1ccccc1OCCC(=O)OCC(=O)Nc1ccc2c(c1)OCCO2
  -4	-2	3	-2	-1	12	-6	-2	5
CC(CNC(=O)c1ccc(OC2CCN(Cc3ccccn3)CC2)cc1)Oc1cccnc1 (stereo not drawn)
  -5	6	-15	-22	4	16	-2	-4	-5
CN(C)C(CNC(=O)c1cccc(S(=O)(=O)Nc2ccc(SC(F)F)cc2)c1)c1ccccc1 (stereo not drawn)
  -3	-10	x	x	17	x	x	x	1
Cc1ccc(NC(=S)c2ccc(N(C)C)cc2)cc1
  -8	1	4	4	-404	33	-5	-6	-4
O=C(Nc1ccccc1C(F)(F)F)c1c(F)cccc1Cl
  -9	-2	-15	-5	8	6	1	4	1
COc1cccc(CN(C)CC(=O)NNC(=O)c2ccc(Cl)cc2)c1
  -9	-10	11	19	14	-3	-1	8	1
NC(=O)C1CCN(c2nc(C3CC3)nc3c2nnn3Cc2ccccc2)CC1
  -5	6	-10	-8	16	0	-4	-4	-1
CC(=O)c1sc(N/N=C/c2ccc(C(C)C)cc2)nc1C
  -6	19	5	-32	-450	3	-17	0	-35
CCOc1ccc(N(CC(=O)NC2CCCC2)S(=O)(=O)c2ccccc2)cc1
  -3	2	3	6	12	10	-3	-9	-1
O=C(CCc1ccccc1)NCCS(=O)(=O)N1CCN(c2ccccc2)CC1
  -5	1	6	-13	11	9	-6	-5	0
CCN(CC)C(=O)CN1CCC(n2c(C)nc3cc(C(F)(F)F)ccc32)CC1
  -1	-9	11	-6	13	4	-13	-8	-22
COc1ccc(NC(=O)C(c2cc3c(cc2[N+](=O)[O-])OCO3)N2CCN(C=O)CC2)cc1 (stereo not drawn)
  -5	14	3	22	-40	2	3	6	-1
Cc1ccc(F)cc1NC(=O)c1ccc(NS(=O)(=O)c2ccc(Br)s2)cc1
  -6	-24	12	-18	9	3	-7	-8	2
COC(=O)c1ccc(C23CC4(C2)[C@H](CN(C)[C@@H]4c2ccccc2)C3c2ccccc2)cc1 (stereo partly drawn)
  0	15	29	-15	4	9	-13	-6	-1
Cc1c(CCOC(=O)C23CC4CC(CC(C4)C2)C3)sc[n+]1Cc1ccccc1
  -10	-3	1	-13	9	7	-5	-9	3
Cc1cc(NC(=O)COC(=O)c2cc([N+](=O)[O-])ccc2N2CCOCC2)ccc1Br
  1	28	18	-12	22	15	-2	7	-1
CCOCCCNCc1ccc(OC)cc1
  5	-5	-7	-9	0	8	-3	16	0
CCN(CC)CCn1c2c(c(SCC(=O)NCc3ccccc3)nc1=O)CCC2
  -1	-2	2	-4	17	-2	1	0	4
Cc1ccc(S(=O)(=O)NCCC(=O)NC(C)CCc2ccccc2)cc1 (stereo not drawn)
  -5	-2	7	6	12	17	-3	3	2
CCOC(=O)c1[nH]c2ccccc2c1NC(=O)CCN1CCN(C(=O)OCC)CC1
  -1	-10	-1	-10	-317	24	-4	5	1
CN(CC(=O)NC(=O)NCc1ccccc1)CC(=O)Nc1ccc(Cl)c(Cl)c1
  -3	16	18	-9	4	2	-16	4	2
O=C(N[C@@H](Cc1c[nH]c2ccccc12)C(=O)NC1CC1)c1ccccc1Cl
  -8	2	0	-9	16	-2	-2	-1	1
O=C(CSc1nnc(-c2cccs2)n1Cc1ccco1)Nc1ccc2c(c1)OCO2
  -6	8	6	-10	-4	-1	7	2	-1
CN(C)CCNC(=O)Cn1c(=O)c2cccn2c2ccc(F)cc21
  -2	5	-5	-8	-13	12	-2	-4	2
Cc1[nH]nc(-c2ccc(OCc3cnn(-c4ccccc4)c3)cc2O)c1Oc1ccc(Cl)cc1
  -3	-18	21	-12	11	-6	-4	0	1
Cc1cc(C)n2nc(SC(C)C(=O)NCc3ccco3)nc2n1 (stereo not drawn)
  0	10	-2	-9	10	-13	-1	11	3
COc1ccc(S(=O)(=O)Nc2c(C)cc(C)cc2C)c2cccnc12
  2	-27	-1	-5	19	-1	5	0	2
Cc1cccc(NC(=O)CCn2cnnn2)c1
  0	-14	-3	-6	21	-8	0	7	-1
COc1ccc(N(CCC(=O)O)S(=O)(=O)c2ccc(C)cc2C)cc1
  -2	-5	-13	-8	18	22	5	-10	0
COc1cc(Cl)ccc1OCc1cc(C(=O)N(C)CCc2c(C)n[nH]c2C)no1
  6	-7	20	-10	-5	9	4	7	-2
Cc1nc(C(=O)Nc2cc(Cl)ccc2Cl)nn1-c1cc(OC(C)C)c(Cl)cc1Cl
  -2	-1	12	4	21	8	3	2	1
CC(C)Oc1ccc(/C=N/NC(=O)c2nnn(-c3nonc3N)c2CN(C)C2CCCCC2)cc1
  -7	-10	-2	-10	-7	-8	-8	-10	3
O=C(CSCC(=O)Nc1cccc([N+](=O)[O-])c1)Nc1ccccc1
  -6	27	-6	-8	13	17	-3	-7	2
O=C(Nc1cccc(NC(=O)C2CCCO2)c1)c1ccco1 (stereo not drawn)
  2	-15	2	0	11	4	-5	-7	-2
CC(C)CN1CCN(Cc2cn(C)c3ccccc23)CC1CCO (stereo not drawn)
  0	0	-14	17	3	1	5	6	-1
CCOC(=O)c1c(NC(=O)CN2CCCCC2)sc2c1CCN(C(=O)OCC)C2
  2	7	23	9	-9	17	2	-1	-10
COc1ccc(CN(CC2CCC(C(=O)O)CC2)C(=S)Nc2cc(C)ccc2C)cc1 (stereo not drawn)
  -8	0	x	x	10	x	x	x	0
O=C(CCC(=O)N(CC(=O)NC1CCCC1)c1cccc(F)c1)Nc1nccs1
  0	1	5	-22	7	17	-5	-2	2
CCN(CC)C(=O)CCc1nnc(CCc2c[nH]c3ccccc23)o1
  3	-14	-3	8	8	-12	8	8	2
Cc1ccc2c(c1)N(C(=O)CCC(=O)Nc1ccccc1Cl)CC(C)O2 (stereo not drawn)
  -5	-11	5	-4	12	26	-7	11	2
CCCN1CCc2c(sc(NC(=O)c3ccc(S(=O)(=O)N(C)c4ccccc4)cc3)c2C(=O)NC)C1
  5	25	24	-2	-39	13	-3	-11	-27
CCC1Nc2ncnc(N3CCCCC3)c2N(Cc2ccc(Cl)cc2)C1=O (stereo not drawn)
  5	10	26	-7	-14&4	16	-7	2	-3&1
CCOC(=O)c1cc(S(=O)(=O)Nc2ccc(OC)cc2OC)cn1C
  -4	-32	14	20	16	8	6	8	-1
Cc1ccc(-c2nc3ccccc3c(=O)n2Cc2ccccc2)cc1
  18	3	12	-19	0	7	-8	-6	0
CCOC(=O)C1CCCN(CC(=O)Nc2cccc(C(C)=O)c2)C1 (stereo not drawn)
  -6	-3	-3	-5	2	12	-4	3	1
COc1ccc(OCc2cc(C(=O)NCC3CCOCC3)no2)c(Cl)c1
  -5	-2	1	11	12	4	1	-3	-6
CC(C)(C)c1csc(Sc2ccc([N+](=O)[O-])cn2)n1
  7	27	2	-10	15	16	-1	2	2
CCn1c(SCC(=O)Nc2ccc(Br)cc2)nc2sc3c(c2c1=O)CCN(C)C3
  -6	4	7	13	-395	6	7	1	-91
COc1ccc(C(CNC(=O)c2ccc(C)c(S(=O)(=O)N3CCOCC3)c2)N2CCCC2)cc1 (stereo not drawn)
  -5	8	x	x	-1	x	x	x	-3
CC(C)CNC(=S)NC1CC2CCC(C1)N2Cc1ccccc1 (stereo not drawn)
  7	-12	-1	-6	18	1	-10	-16	1
O=C(COC(=O)CSc1ccccc1)NCCNC(=O)COC(=O)CSc1ccccc1
  -2	-36	10	-6	7	-4	1	0	6
Fc1ccc(Oc2cnc3ccccc3n2)cc1
  -12	5	1	-6	4	3	-18	-12	3
COc1ccc(CCCC(=O)NC(C)c2ccccc2)cc1 (stereo not drawn)
  1	-6	0	8	7	16	-1	-3	1
O=C(C1=C(O)C(=O)N(CCN2CCOCC2)C1c1ccc(Cl)cc1)c1cc2ccccc2o1 (stereo not drawn)
  2	-29	-4	11	-66	18	-7	14	-2
O=C(Nc1ccccc1C(=O)NC(Cc1ccc(O)cc1)C(=O)O)c1ccccc1 (stereo not drawn)
  -9	2	-6	-11	13	15	1	-6	3
CN(C)CCCN(C(=O)COc1ccccc1)c1nc2cc3c(cc2s1)OCCO3
  -4	10	1	-23	16	10	-9	12	1

Full records, quoted from the list. Order of screens: HKDC1 inhibitor	PfG6PD inh	Apaf-1 inh	SENP6 inh	SENP8 block-2	NLRP3 yeast inh	SENP8 block-1	SENP7 inh	SENP1 FRET inh
`CN(C)CCCN(C(=O)COc1ccccc1)c1nc2cc3c(cc2s1)OCCO3` is listed with -4	10	1	-23	16	10	-9	12	1
`CCC1Nc2ncnc(N3CCCCC3)c2N(Cc2ccc(Cl)cc2)C1=O` (stereo not drawn) is listed with 5	10	26	-7	-14&4	16	-7	2	-3&1

Continuation:
Results follow in this order: HKDC1 inhibitor	PfG6PD inh	Apaf-1 inh	SENP6 inh	SENP8 block-2	NLRP3 yeast inh	SENP8 block-1	SENP7 inh	SENP1 FRET inh
O=C(Nc1nc(-c2cccc([N+](=O)[O-])c2)cs1)C(c1ccccc1)c1ccccc1
  4	3	14	-23	14	17	-13	-6	-2
C=C(C)c1cccc(C(C)(C)NC(=O)N(Cc2ccccc2)Cc2ccco2)c1
  -7	-6	10	14	13	8	2	0	0
COc1ccc(CN(C)CC(=O)NCC(=O)Nc2c(C)cccc2C)cc1
  -4	-4	4	-12	8	7	-2	-2	0
Cc1cc(C(=O)Nn2c(-c3ccc(Br)cc3)nc3ccccc3c2=O)ccc1[N+](=O)[O-]
  6	-46	9	-4	9	7	-9	-6	1
O=C(Nc1cccc([N+](=O)[O-])c1)C1CC(=O)N(C2CCCCC2)C1 (stereo not drawn)
  5	10	-5	-5	11	10	-2	-5	-2
COC(=O)C1CSc2[nH]c(=O)sc2C1c1ccc(OC)c(OC)c1 (stereo not drawn)
  -5	10	4	9	17	11	3	1	-1
CC(C)CC1(C(=O)NCc2cc(F)cc(C(F)(F)F)c2)C=CCN1C(=O)c1ccccc1 (stereo not drawn)
  1	-13	10	-5	9	11	-14	8	1
COc1cc2ncnc(NCc3ccco3)c2cc1OC
  -4	-10	-11	-3	-3	-9	3	2	1
CC(OC(=O)c1nc(Cl)ccc1Cl)C(=O)c1ccccc1 (stereo not drawn)
  -3	1	0	-22	10	-2	-5	7	1
CCOc1cc2[nH]c(=S)n(CCCOC)c(=O)c2cc1OCC
  4	11	-12	-14	3	-8	2	5	2

From PubChem BioAssay
